PAX8 inh HTS = PAX8 transcriptional activity inhibition; RMG-I TPO-luciferase reporter, SteadyGlo, 24 h; inhibition, % at 12.6 µM; 360,000 compounds, 1.2% hits; AID 652154;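 active = mean replicate inhibition at least 60% with every replicate also reaching 60%; inconclusive = only one of the two criteria is met; inactive = mean below 60% and not all replicates reaching 60%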;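 note: luciferase light reporting Pax8 driven TPO promoter activity; plate controls were median of neutral control wells for no effect and mitoxantrone controls for full effect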
ERp5 block = inhibitors of human ERp5. ERp5 insulin aggregation, absorbance 650 nm, 90 min. inhibition, % at 9.99 µM. 350,000 compounds, 0.05% hits;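 active = mean replicate inhibition above about 25%, with every replicate also reaching it, limit read from the data, passing the limit was not always enough; inconclusive = only one of those two criteria met; inactive = neither criterion met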
Target sequence (Q15084 whole entry, looked up): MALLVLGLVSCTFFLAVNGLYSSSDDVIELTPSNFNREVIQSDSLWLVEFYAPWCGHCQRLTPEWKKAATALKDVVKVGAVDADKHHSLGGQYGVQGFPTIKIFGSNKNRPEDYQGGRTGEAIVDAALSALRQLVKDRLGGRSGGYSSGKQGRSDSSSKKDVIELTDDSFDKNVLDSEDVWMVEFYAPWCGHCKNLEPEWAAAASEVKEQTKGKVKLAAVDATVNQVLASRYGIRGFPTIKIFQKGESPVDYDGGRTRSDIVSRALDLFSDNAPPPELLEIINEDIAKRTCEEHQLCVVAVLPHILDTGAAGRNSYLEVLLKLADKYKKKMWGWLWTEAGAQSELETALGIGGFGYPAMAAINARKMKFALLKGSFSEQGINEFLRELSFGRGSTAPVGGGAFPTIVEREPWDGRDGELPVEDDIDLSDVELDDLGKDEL
EWS-Fli inh = blocks EWS/Fli oncoprotein-driven transcription; A673 NR0B1-luciferase reporter, viability-normalised; 350,000 compounds, 0.67% hits; inhibition, % at 12.6 µM;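 active = mean inhibition of at least 50% after viability correction, with every replicate also passing that limit; inconclusive = mean reaches 50% but only one of two replicates passes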;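 note: firefly luciferase signal divided by Alamar Blue viability fluorescence both relative to DMSO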
ARNT TACC3 PPI = ARNT/TACC3 interaction disruption; AID 623870; AlphaScreen His-ARNT PAS-B/GST-TACC3 binding, luminescence; TACC3 fragment carries E629A point mutation; inhibition, % at 9.99 µM; Q9Y6A5; 390,000 compounds, 0.66% hits;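 active = mean inhibition of replicates at least 50% and at least half of replicates each reaching 50%; inconclusive = half or more replicates reach 50% but mean below 50%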;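 note: 0% = complete ARNT plus TACC3 wells and 100% = ARNT alone without TACC3; many hits fall short of the cut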
F508del corr = correctors of CFTR F508del function in bronchial epithelial cells. CFBE cells, YFP halide quenching; stimulated with forskolin plus potentiator P3; % fluorescence drop versus neutral controls. activity (quench increase), % at 7.58 µM. 350,000 compounds, 0.36% hits. AID 720511;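 active = mean added fluorescence quench of at least 8% versus neutral control, with both replicates also reaching 8%; inconclusive = only one of the mean or replicate conditions met; inactive = mean below 8% and not both replicates reaching 8%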;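 note: cells transiently co-express mutant CFTR-F508del with the halide-sensitive YFP; corrector assay measuring rescue of mutant channel to the surface after 24 h compound exposure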
DENV2 CPE = protects cells from dengue virus 2 cytopathic effect; DENV2-infected cells, cytopathic effect rescue, plate reader; CPE inhibition, % at 9.99 µM; 350,000 compounds, 1.7% hits; AID 651640; in the data active = CPE inhibition above about 20%, passing the limit was not always enough; inconclusive = no clear call, values can overlap the other calls; tested in BHK-21 cells;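 note: 0% = median of neutral control wells and 100% = median of positive control wells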
XiGFP reactiv = activators of X-chromosome reactivation in mouse fibroblasts; XiGFP mouse fibroblasts, % GFP-positive cells imaging, 3 d; cells co-treated with 5-aza-dC sensitizer; scaled so ellipticine positive control = 100%; activation, % at 7.58 µM; 360,000 compounds, 0.055% hits; AID 743238;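 active = mean normalized replicate activation at least 10% and every replicate at or above 10%; inconclusive = only one of the two criteria met; inactive = mean below 10% and not all replicates reach 10%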;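 note: 0% = median of on-plate neutral control wells and 100% = ellipticine 6 µM median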
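System: 68-5-11 XiGFP fibroblast line | Buffer or medium: DMEM containing 5-aza-dC | Compound: Single point | Times: Compounds 3 days, fix/stain 15 min at room temperature | Benchmarks: Positive control ellipticine, 6 µM final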
GSIS activator = primary screen for activators of insulin secretion dependent on glucose, INS-1E cells, GLuc reporter luminescence. INS-1E GLuc reporter insulin secretion, 2-3 h. activation, % at 16.6 µM. 370,000 compounds, 0.61% hits;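 active = lowest replicate activation of at least 40%, so every replicate reaches that level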;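 note: 0% = median of neutral control wells and 100% = median of IBMX positive control wells; some compounds called inactive have numbers as strong as hits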
* marks the source's active call; other numbers are inactive results; u = inconclusive; x = not tested or not shown. Compounds as they come; overall some 4.2% were active at least once.

SMILES	PAX8 inh HTS	ERp5 block	EWS-Fli inh	ARNT TACC3 PPI	F508del corr	DENV2 CPE	XiGFP reactiv	GSIS activator
CC(C)NC(=O)N[C@H]1CC[C@@H](CC(=O)O)O[C@@H]1CO	-11.4	-1.2	1.8	-0.4	-0.4	6.9	0.0	-3.1
C=CCNC(=O)CSc1nc2sccc2c(=O)n1-c1ccccc1	3.5	0.1	-1.2	-1.0	-0.4	-3.1	0.0	2.9
CO[C@@H](CN(C)S(=O)(=O)c1ccc(C)cc1)[C@@H](C)CN([C@@H](C)CO)S(=O)(=O)c1cccc(Cl)c1	x	0.6	23.6	-4.3	5.4	1.8	0.1	-20.2
O=C(COC(=O)c1ccc(O)cc1O)Nc1cc(-c2ccccc2)nn1-c1ccccc1	33.7	0.4	-86.4	8.1	-3.2	6.6	0.3	16.7
CCCc1cn(CC[C@H]2CC[C@H](NC(=O)Cc3cccnc3)[C@H](CO)O2)nn1	-0.4	-5.3	4.5	-7.0	-0.2	x	-0.2	0.7
CN(C)C(=O)c1ccc(-c2ccc([C@H]3[C@@H](C#N)N(C(=O)C4CCCCC4)[C@H]3CO)cc2)cc1	13.6	-11.1	27.1	-36.1	-3.4	u	0.1	-21.0
Cc1ccc(OCc2nc(-c3ccc(-n4cccc4)cc3)no2)cc1C	-15.7	0.5	-8.3	x	-4.0	-14.2	-0.1	5.4
O=C(CCCCC(=O)NC1CCCC1)NC1CCCC1	1.1	x	x	-7.9	x	x	0.2	-1.8
CCOc1ccc(C(=O)Nc2ccccc2CC)cc1[N+](=O)[O-]	-3.3	12.0	3.0	-3.2	-0.6	-1.7	-0.1	x
CC12CCC(C(=O)NCc3ccco3)(OC1=O)C2(C)C (stereo not drawn)	x	5.9	1.9	-3.2	-2.2	x	x	-1.6
Cc1cc(C)c(-n2[nH]nnc2=S)c(C)c1	17.7	-12.4	0.7	-7.3	2.3	19.0	0.2	11.9
COc1ccc(C(=O)NNC(=O)c2ccc(C(C)(C)C)cc2)cc1	22.2	3.8	-14.5	-4.9	1.6	-7.1	0.0	11.1
O=C(C[C@H]1CC[C@@H]2[C@H](COC[C@@H](O)CN2S(=O)(=O)c2ccc(F)cc2)O1)NCC1CC1	7.8	-2.1	-9.0	9.1	0.7	11.2	0.1	6.7
CCN(CC(=O)Nc1c(F)cccc1F)C(=O)c1ccccc1F	-2.6	-1.6	-9.3	-3.8	1.1	7.5	0.0	-3.0
CNC(=O)C[C@H]1CC[C@@H]2[C@@H](COc3ccc(NC(=O)C4CC4)cc3C(=O)N2C)O1	-15.7	x	-4.5	3.1	0.6	-7.0	0.3	5.9
Cc1ccc2nc(-c3ccc(O)cc3)oc2c1	-31.9	-2.6	-4.0	-1.6	-0.1	-0.3	0.0	0.3
C/C=C/c1ccc([C@H]2[C@@H](CO)N(C(=O)CN(C)C)[C@H]2CN(C)C(C)=O)cc1	x	0.8	4.3	x	4.7	-4.6	0.0	-2.3
Cc1ccc(N2C(=O)C3CCCN3C2=S)c(C)c1 (stereo not drawn)	-6.7	8.5	1.6	-3.2	-2.7	-4.9	0.2	-8.1
N#Cc1nc(-c2cccc3ccccc23)oc1NCCN1CCOCC1	x	0.8	-43.9	-13.4	2.0	-2.2	x	x
CO[C@H](CN(C)Cc1ccc(-c2ccccn2)cc1)[C@H](C)CN(C(=O)Nc1ccc(F)cc1)[C@@H](C)CO	x	-2.3	0.0	4.3	3.2	u	0.0	-0.8

Pulled one by one from the entries so far:
SMILES	PAX8 inh HTS	ERp5 block	EWS-Fli inh	ARNT TACC3 PPI	F508del corr	DENV2 CPE	XiGFP reactiv	GSIS activator
C/C=C/c1ccc([C@H]2[C@@H](CO)N(C(=O)CN(C)C)[C@H]2CN(C)C(C)=O)cc1	x	0.8	4.3	x	4.7	-4.6	0.0	-2.3
O=C(C[C@H]1CC[C@@H]2[C@H](COC[C@@H](O)CN2S(=O)(=O)c2ccc(F)cc2)O1)NCC1CC1	7.8	-2.1	-9.0	9.1	0.7	11.2	0.1	6.7

Additional results
SMILES	PAX8 inh HTS	ERp5 block	EWS-Fli inh	ARNT TACC3 PPI	F508del corr	DENV2 CPE	XiGFP reactiv	GSIS activator
O=C(Cc1ccccc1)NCCc1cn2ccsc2n1	11.8	-2.9	-5.6	-4.3	4.3	0.1	0.0	x
O=C(CN(C(=O)Cn1nnc(-c2ccc(F)cc2)n1)c1ccc(F)cc1)NC1CCCC1	-2.1	-0.7	-9.2	-5.4	-0.4	5.5	0.0	-40.6
CC1=C(C(=O)N(C(C)C)C(C)C)CC(CC(=O)NC(c2ccccc2)c2ccccc2)C(=O)N1CCCN1CCCC1=O (stereo not drawn)	7.1	10.6	-5.2	x	4.0	-11.6	x	-16.2
CCC1(c2ccccc2)NC(=O)N(CC(=O)NNC(=O)COc2ccc(Cl)cc2C)C1=O (stereo not drawn)	7.3	-21.9	-2.2	x	0.6	-0.8	-0.1	-48.8
O=C1C=C(c2cc(C(F)(F)F)cc(C(F)(F)F)c2)C[C@@H](c2ccc(Cl)cc2)C1	-19.2	3.2	7.9	2.8	-1.5	-5.7	0.5	7.2
CCn1c(SCC(=O)Nc2ccc(N3CCOCC3)cc2)nnc1C1CC1	5.1	0.1	-5.0	x	-3.2	u	-0.8	-2.5
Cc1cccc(NC(=O)NNC(=O)c2cc3occc3[nH]2)c1C	-40.8	0.9	0.9	1.6	1.8	-4.0	0.1	17.0
Cc1cc(=O)[nH]c(-c2ccc(C(F)(F)F)cc2)n1	5.6	-0.2	2.5	-4.4	2.6	1.6	0.2	-10.2
CS(=O)(=O)Nc1ccc2c(c1)[C@@H]1C[C@H](CC(=O)N3CCCCC3)O[C@H](CO)[C@@H]1O2	-8.2	x	0.9	-8.1	-0.3	-2.0	0.0	-2.9
COc1cccc(CNC(=O)CCC2CCCN(C(=O)c3ccccc3N(C)C)C2)c1 (stereo not drawn)	46.0	7.7	-6.0	4.9	0.8	-4.6	0.1	4.7
O=C(CN1C(=O)NC2(CCCCC2)C1=O)NCC(=O)Nc1ccc(F)c(F)c1	-1.7	-10.5	3.7	0.8	-8.3	-7.2	-0.1	-18.3
Cc1noc(C)c1S(=O)(=O)N(C)C[C@H]1Oc2c(NC(=O)C3CC3)cccc2C(=O)N([C@H](C)CO)C[C@H]1C	-10.5	0.2	-10.3	-3.0	-2.2	-6.2	0.1	10.1
CCOC(=O)C1=NNC(C(=O)c2ccccc2)C1c1ccc(Cl)cc1 (stereo not drawn)	2.8	x	22.6	-2.8	-0.6	0.8	0.1	x
C=CCNC(=O)/C(C#N)=C/c1cn(-c2ccccc2)nc1-c1cccs1	1.4	x	x	-2.1	x	x	-0.1	17.0
N#C/C(=C\c1cccs1)C(=O)Nc1nccs1	-205.2	-5.8	-123.1	2.3	-3.6	-3.7	0.0	-4.7
CS(=O)(=O)N1CC(=O)N2[C@H](CO)[C@H](c3ccc(C#CCC4CCCC4)cc3)[C@@H]2C1	-15.8	-3.4	11.0	x	-0.4	1.2	0.0	-14.8
COc1ccc(C(=O)C(Sc2nnc(C)c(=O)[nH]2)c2ccc(OC)cc2)cc1 (stereo not drawn)	4.5	7.2	12.9	-6.3	-1.7	0.1	-0.1	4.1
Cc1ccc(S(=O)(=O)N2CCC(C(N)=O)CC2)cc1C(=O)NC1CCCCC1	-1.2	2.4	-1.3	-2.0	2.1	-6.3	0.3	8.8
O=C(CSc1n[nH]c(-c2ccncc2)n1)Nc1ccccc1C(F)(F)F	8.2	-1.9	1.8	-8.7	-2.2	-3.9	-0.1	-10.8
Cc1c(NC(=O)c2nn(CC(C)C)c(=O)c3ccccc23)c(=O)n(-c2ccccc2)n1C	9.1	-0.3	1.6	-0.3	-4.5	-0.7	0.0	0.1
CC(C)Cn1c(SCC(=O)O)nnc1-c1cccc(S(=O)(=O)N2CCOCC2)c1	-6.5	-0.2	-3.4	-3.9	1.5	-1.4	-0.1	9.7
C/C(CC(=O)Nc1cc(C)ccn1)=N\NC(=O)c1ccccc1C	0.0	-2.7	3.7	-3.6	0.5	4.9	0.0	2.9
Cc1ccc(C(=O)NCC(=O)OCC(=O)N(CC(C)C)c2c(N)n(Cc3ccccc3)c(=O)[nH]c2=O)cc1C	-3.5	2.1	-2.3	x	0.6	-10.1	0.3	-12.0
COc1ccc(S(=O)(=O)N(C)C[C@H]2Oc3c(NC(=O)C4CC4)cccc3C(=O)N([C@@H](C)CO)C[C@H]2C)cc1	x	-0.6	9.7	-12.5	-1.7	-3.8	0.1	5.7
CCCN1[C@@H]2c3ccc(-c4ccc(C(=O)N(C)C)cc4)c(=O)n3C[C@@H]2[C@@H](CO)[C@@H]1C(=O)NCC	-7.2	2.7	2.4	-10.5	-1.5	4.1	0.9	2.1
C[C@H](CO)N1C[C@H](C)[C@H](CN(C)C(=O)Cc2ccncc2)Oc2cc(C3=CCCCC3)ccc2S1(=O)=O	-44.1	-3.9	-4.2	8.6	3.5	-3.3	-0.1	-7.1
CCC(C)N1C(=S)SC(C)(C)C1N(O)C(=O)NC1CCCCC1 (stereo not drawn)	3.7	1.9	5.7	-3.4	-0.9	-2.4	0.2	-10.0
O=C(COC(=O)CNC(=O)c1cccs1)Nc1ccccc1C(F)(F)F	3.2	2.2	4.5	-7.8	0.3	19.7	0.3	-15.7
Cc1nc(N)ncc1C(=O)Nc1ccccc1	-9.9	-0.2	-5.9	-2.5	3.2	x	0.2	16.0
CC1=CC=CC2=NC(=O)CC(C)(C(=O)O)N12 (stereo not drawn)	3.3	-3.3	1.7	2.8	-0.4	5.9	-0.1	-2.7
CC(C)NC(=O)N(C)C[C@@H]1Oc2c(NC(=O)c3ccncc3)cccc2C(=O)N([C@H](C)CO)C[C@@H]1C	-28.4	-1.7	-11.7	-2.8	-0.1	-1.4	-1.0	19.6
COc1ccc(C2=C(CC(=O)O)C(=O)CC2)cc1	-18.6	x	x	-3.5	x	x	0.0	-2.4
O=C(Nc1ccc(Cl)c(Cl)c1)Nn1cnnc1	-10.9	-0.6	-5.4	1.3	-5.4	12.7	0.2	-28.2
Cc1cccc(N2CCN(C(=O)c3ccc(CS(=O)Cc4cccc(Cl)c4)o3)CC2)c1C (stereo not drawn)	-1.9	4.2	1.0	4.5	-0.8	-2.6	0.1	x
CCOC(=O)Cn1c(=O)oc2cc(S(=O)(=O)N3CCN(C(=O)c4ccco4)CC3)ccc21	30.5	4.1	6.8	-4.1	1.5	1.4	0.0	8.0

Part of the list above, showing only EWS-Fli inh.
SMILES,EWS-Fli inh
CC(C)NC(=O)N[C@H]1CC[C@@H](CC(=O)O)O[C@@H]1CO,1.8
COc1ccc(C(=O)NNC(=O)c2ccc(C(C)(C)C)cc2)cc1,-14.5
CCN(CC(=O)Nc1c(F)cccc1F)C(=O)c1ccccc1F,-9.3
Cc1c(NC(=O)c2nn(CC(C)C)c(=O)c3ccccc23)c(=O)n(-c2ccccc2)n1C,1.6
CS(=O)(=O)Nc1ccc2c(c1)[C@@H]1C[C@H](CC(=O)N3CCCCC3)O[C@H](CO)[C@@H]1O2,0.9
C/C=C/c1ccc([C@H]2[C@@H](CO)N(C(=O)CN(C)C)[C@H]2CN(C)C(C)=O)cc1,4.3
